DAT uptake mod: changed human dopamine transporter uptake under cocaine IC80; Q01959; LLC-PK1 hDAT cells, [14C]-dopamine uptake with cocaine IC80; actives deviate in either direction; B-score at 10 µM; 1.3% of 110,000 active; AID 449768;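 active = Z score or B-score, a plate-position-corrected score, falls beyond the plate's 99.7% confidence bounds, in either direction; inactive = both scores lie inside the 99.7% bounds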;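 also: scored against the spread of the other compound wells on the same plate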
Target sequence (Q01959 whole entry, looked up): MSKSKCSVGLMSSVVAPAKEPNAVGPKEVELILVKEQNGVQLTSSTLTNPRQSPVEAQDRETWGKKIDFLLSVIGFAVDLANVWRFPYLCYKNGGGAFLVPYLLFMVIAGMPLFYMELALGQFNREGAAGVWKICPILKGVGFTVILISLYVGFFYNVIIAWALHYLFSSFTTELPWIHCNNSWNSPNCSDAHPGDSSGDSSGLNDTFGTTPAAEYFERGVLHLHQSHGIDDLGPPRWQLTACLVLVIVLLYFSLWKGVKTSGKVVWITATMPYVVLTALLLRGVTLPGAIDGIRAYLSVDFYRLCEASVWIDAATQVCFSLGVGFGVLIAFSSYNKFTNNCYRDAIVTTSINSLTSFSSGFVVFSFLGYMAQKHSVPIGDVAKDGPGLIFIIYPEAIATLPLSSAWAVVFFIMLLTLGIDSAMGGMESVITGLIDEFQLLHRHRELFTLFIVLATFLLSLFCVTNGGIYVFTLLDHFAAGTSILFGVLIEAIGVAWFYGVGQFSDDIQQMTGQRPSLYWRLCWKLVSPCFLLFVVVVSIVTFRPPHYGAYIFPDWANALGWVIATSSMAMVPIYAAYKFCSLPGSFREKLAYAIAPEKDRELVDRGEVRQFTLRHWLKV
Smad3 FoxH1 inh: Smad3 (human) transcription factor binding inhibition; 0.29% of 88,000 active; TR-FRET Smad3/Dy647-FoxH1 peptide binding, europium anti-His; P84022; inhibition, % at 25 µM;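 active = compounds that reduce the energy-transfer binding signal between the protein and its labelled peptide by more than half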;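 also: 0% = Smad3 plus labelled peptide maximal FRET and 100% = peptide-only background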
Target sequence (P84022 whole entry, looked up): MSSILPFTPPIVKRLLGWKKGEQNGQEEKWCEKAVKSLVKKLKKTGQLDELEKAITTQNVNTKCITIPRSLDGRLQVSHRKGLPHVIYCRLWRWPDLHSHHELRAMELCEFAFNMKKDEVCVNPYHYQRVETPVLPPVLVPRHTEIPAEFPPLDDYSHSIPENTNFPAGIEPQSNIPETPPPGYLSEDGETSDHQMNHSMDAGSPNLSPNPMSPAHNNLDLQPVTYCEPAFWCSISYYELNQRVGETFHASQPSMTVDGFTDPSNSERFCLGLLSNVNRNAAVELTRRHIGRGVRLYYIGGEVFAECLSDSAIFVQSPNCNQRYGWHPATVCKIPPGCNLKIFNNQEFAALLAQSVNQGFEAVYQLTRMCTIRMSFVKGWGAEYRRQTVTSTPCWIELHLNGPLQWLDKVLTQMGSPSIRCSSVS
HUVEC tox IL1B: HUVEC cytotoxicity counter-screen, IL-1B stimulated; HUVEC cell count loss, Hoechst imaging; cell count reduction, % at 2 µM; 0.41% of 94,000 active; AID 845;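 active = cell count reduction more than 3 SD above the screen-wide mean, cut at about 70% in these data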;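 also: normalized per plate to untreated control cells as the no-loss baseline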
LYP inh 2: blocks human PTPN22 phosphatase activity; Q9Y2R2; recombinant LYP catalytic domain, DiFMUP fluorescence; inhibition, % at 2 µM; 0.21% of 96,000 active;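 active = inhibition at 2 µM at or above a set limit, the screen mean plus 3 SD, cut at about 24% in these data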;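 also: 0% = DMSO with enzyme and 100% = enzyme fully blocked by orthovanadate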
MT1-MMP txn act: MT1-MMP promoter transcription activation; activation factor at 10 µM; 0.16% of 86,000 active; HT1080 MT1-MMP promoter luciferase reporter, luminescence, overnight; stronger effect = higher value;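 active = activation factor of at least 2 for MT1-MMP transcription at 10 µM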
HUVEC tox TNFa: toxic to HUVEC cells under TNF alpha stimulation; HUVEC TNFalpha-stimulated, Hoechst cell count, imaging; cell count reduction, % at 2 µM; 0.17% of 93,000 active; AID 848;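 active = cell count reduction exceeding the screen mean by over 5 SD, scaled to untreated wells per plate, cut at about 78% in these data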;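 also: cells counted after 24 h of TNF alpha exposure following the 1 h pretreatment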
VCAM1 TNFa inh: reduces TNF alpha induced VCAM1 expression in HUVEC; inhibition, % at 2 µM; 0.48% of 95,000 active; HUVEC TNFa-induced VCAM-1 immunofluorescence, high-content imaging;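 active = inhibition above the batch mean plus 3 SD, with images confirmed as a hit by eye, cut at about 37% in these data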;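 also: 0% = TNF-stimulated DMSO wells and 100% = unstimulated control wells; not every result past the cut was called active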
Candida biofilm: kills Candida albicans biofilms | C. albicans biofilm + clotrimazole, Alamar Blue | 0.14% of 85,000 active | inhibition, % at 6 µM | AID 834;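 active = inhibition above 20%; inactive = inhibition below 20%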;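 also: preformed 24 hr biofilms exposed to compound for 48 hr; 0% = biofilm without compound and 100% = blank killed by clotrimazole plus chlorhexidine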
cytoskel mod: cytoskeleton assembly modification. HUVEC TNFa F-actin phalloidin imaging, high content. 0.18% of 91,000 active. inhibition, % at 2 µM;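 active = inhibition above the batch mean plus 3 SD and confirmed as a hit by visual image inspection, cut at about 30% in these data, passing the limit was not always enough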; also: strong numbers were not always called active
The depositor's hits bear a star; · = not tested or not shown; [ ] = remark or other dose.

SMILES	DAT uptake mod	Smad3 FoxH1 inh	HUVEC tox IL1B	LYP inh 2	MT1-MMP txn act	HUVEC tox TNFa	VCAM1 TNFa inh	Candida biofilm	cytoskel mod
O=C(Nc1ccccc1Oc1ccccc1)c1cccc([N+](=O)[O-])c1	1.4	·	-77	5	·	-23	-9	·	0
COc1ccc(COC(=O)c2ccc(N3CCCC3=O)cc2)cc1F	-0.57	12	-1	-3	1.1	-32	3	11	35
Cc1ccc(N(CC(=O)NCc2ccc3c(c2)OCO3)S(=O)(=O)c2c(C)noc2C)cc1	-1.2	-5	16	-1	1	-8	11	3	-7
O=C(/C=C/c1ncc(C(F)(F)F)cc1Cl)OCc1ccccc1	-1.3	·	-3	7	·	-20	7	·	-13
CCC(=O)N1c2ccccc2NC2=C(C(=O)CCC2)C1c1ccc(N(C)C)cc1 (stereo unspecified)	0.13	0	-20	-7	1.2	-26	8	8	19
Cc1[nH]n(-c2ccc(Cl)cc2)c(=O)c1C=Nc1ccc(S(=O)(=O)N2CCOCC2)cc1	1	·	-15	-5	·	10	16	·	-1
COc1ccc(NC(=O)C2CCN(C(=O)c3ccccc3)CC2)cc1OC	-0.11	·	-13	-15	1.1	-3	-8	·	14
CS(=O)(=O)Nc1ccc(C(=O)NCc2ccc3c(c2)OCO3)cc1	-1.1	8	38	10	1.4	-20	1	3	2
OC(CCN1CCOCC1)(c1ccc(Cl)cc1)C1CCCCC1 (stereo unspecified)	-0.38	-7	-4	-17	1	-18	30	3	-10
CCCS(=O)(=O)c1c(S(=O)(=O)CCC)c2cnccn2c1C(=O)c1ccc(F)cc1	-1.3	3	·	·	1.2	·	·	6	·
COC(=O)COc1ccc(Oc2nc(SC)nc(N(C)C)n2)nn1	0.63	7	-2	2	1.1	-3	4	2	-12
CSc1nsc(SCC(=O)NC2CCCCC2)n1	0.045	-9	-4	-12	1.3	-34	21	7	-2
CC(C)CCNC(=O)CN(Cc1ccc2c(c1)OCO2)C(=O)Cn1nnc(-c2cccs2)n1	2.6	0	-33	10	1.3	12	-3	-1	-11
FC(F)(F)c1ccc(N2CCOCC2)c(Nc2nc3ccccc3n3cnnc23)c1	0.15	·	-16	4	1.1	-20	22	·	-14
COc1ccc(C(=O)Nc2nc3ccccc3[nH]2)cc1OC	0.0062	-17	-24	-9	1.3	-27	4	7	13
O=c1oc2cc(OCc3nn[nH]n3)ccc2c2c1CCCC2	0.96	8	17	-17	1.2	-18	10	-4	-15
c1ccc2cc(CN3CCOCC3)ccc2c1	-0.53	-8	-1	1	1.2	10	26	12	-12
Cn1c(=O)c2c(SC3CCCC3)nc(CC(C)(C)C)nc2n(C)c1=O	·	·	18	-1	1.2	-22	8	·	-1
O=C(c1ccc(-c2ccc(Cl)cc2)o1)N1CCN(c2ccc([N+](=O)[O-])cc2Cl)CC1	·	·	-20	7	·	-20	-10	·	4
CC(=O)N1CCN(CCN=CC2=C(O)CC(c3ccc(Cl)cc3)CC2=O)CC1 (stereo unspecified)	-0.013	3	-5	7	1.1	-14	-1	4	-13
COc1ccc(-n2cnc3c(sc4nccc(N(C)C)c43)c2=O)cc1	1.9	-11	-2	-7	1.2	11	-22	9	-18
CC(Sc1nc2ccc(Br)cc2[nH]1)C(=O)O (stereo unspecified)	0.13	11	-6	6	1.3	4	1	3	·
COC(=O)[C@H](CCSC)NC(=O)Nc1ccc(OC)cc1OC	0.063	-10	15	1	1	10	-3	1	0
c1ccc(-c2noc(-c3ccc4ccccc4c3)n2)cc1	0.12	·	-49	-2	0.4	-24	-2	·	·
Cc1cc(NC(=O)CCC(=O)N(Cc2ccco2)C(C(=O)NC2CCCCC2)c2ccccc2)no1 (stereo unspecified)	-0.48	-2	-3	-7	1.2	4	27	0	0

(more compounds)
SMILES	DAT uptake mod	Smad3 FoxH1 inh	HUVEC tox IL1B	LYP inh 2	MT1-MMP txn act	HUVEC tox TNFa	VCAM1 TNFa inh	Candida biofilm	cytoskel mod
COc1cccc(-n2c(Cc3cc(=O)[nH]c(=O)[nH]3)nnc2SCc2cccnc2)c1	0.049	-4	0	1	1.1	-10	16	11	6
CCSc1nnc(-c2ccncc2)n1Cc1ccccc1	-0.28	2	-5	11	1.1	-14	7	-5	8
O=C1CCCC2=C1C1c3ccccc3C(=O)N1c1ccc(C(=O)c3ccccc3)cc1N2 (stereo unspecified)	2.6	7	30	-3	1.1	17	-15	9	-16
CC(=O)OC1CC2(C)C(=O)CCC2C2CCc3cc(O)ccc3C12 (stereo unspecified)	0.82	6	-41	-5	1.1	-10	15	7	-8
CCN1CCN(C(=O)c2c(-c3c(F)cccc3Cl)noc2C)CC1	·	5[fluorescence artefact?]	-1	-9	1.1	-9	12	2	·
CCCC(=O)Nc1sc2c(c1C#N)CC(C)(C)NC2(C)C	1.7	9[fluorescence artefact?]	17	-14	1.2	-14	11	8	2
CCC(C)Oc1nc(C)cc(C)c1S(=O)(=O)c1ccccc1C (stereo unspecified)	-0.82	·	0	-1	·	7	-6	·	-25
COCCOC(=O)C1=C(C)NC(=O)NC1c1ccc(OC(=O)c2ccco2)c(OC)c1 (stereo unspecified)	0.74	8	1	1	1	-14	-17	14	23
COc1ccc(N2C(=O)c3ccc(NC(C)=O)cc3C2=O)cc1	0.21	8	-8	-11	1.1	-3	-24	4	-2
CCN1CCN(Cc2ccc(NC(=O)Nc3cccs3)cc2)CC1	-1.4	-7	-1	-4	0.9	-8	-2	0	-29
Cc1cc(NC(=O)C2CCN(S(=O)(=O)c3cnc[nH]3)CC2)ccc1Br	-1.5	-9	·	·	1.1	·	·	-2	·
C=CCNc1ncnc2c1cnn2-c1ccc(C)cc1C	-0.0013	0	·	·	1.3	·	·	11	·
COc1ccc(-n2cnc3cc(NS(=O)(=O)c4ccccc4)ccc32)cc1	-0.95	3	-30	6	1.2	-33	5	6	16
Nc1cc(N2CCCCC2)c(Cl)cc1[N+](=O)[O-]	-0.088	·	-14	-2	·	-6	4	·	-8
COc1cc(C)nc(N2CCC(C(=O)NC3CCCCC3)CC2)n1	0.5	3	25	4	1.1	5	5	-4	4
COC(=O)c1[nH]c2ccc(C)cc2c1NC(=O)Nc1ccccc1OC	0.35	4	-41	13	1.1	-7	-7	-1	6
Cc1cc(C)nc(N/N=C/C(Cl)=C/c2ccccc2)n1	-0.022	·	0	6	·	-30	-26	·	13
C=CCSc1nnc(C)n1-c1ccc(Cl)cc1	-0.0072	3	3	-3	1	-2	11	6	-27
CCOC(=O)c1c(C)n(C)c2ccc(O)c(S(=O)(=O)c3ccccc3)c12	0.068	5	·	·	1.1	·	·	5	·
CCOC(=O)C1CCCN(C2CC(=O)N(c3ccc(C)c(C)c3)C2=O)C1 (stereo unspecified)	-0.027	-1	20	-6	1.1	5	12	7	4
CCCC(C(=O)NCc1ccccc1)N(C(=O)Cn1nnc(-c2cccs2)n1)c1ccc2c(c1)OCCO2 (stereo unspecified)	0.83	3	-38	2	1	-31	-10	8	21
CN1CCN(C(CNS(=O)(=O)c2ccc(Cl)cc2)c2cccnc2)CC1 (stereo unspecified)	-0.12	7	-9	2	1	1	12	0	15
Cn1c(Cn2c(=O)sc3ccccc32)nnc1SCC(=O)Nc1ccc2c(c1)OCO2	-0.76	-5	·	·	1	·	·	10	·
O=C(O)/C=C/c1cn(Cc2ccccc2)nc1-c1ccccc1	-0.52	-7	5	-8	1.1	12	9	3	-27
COc1c2occc2c(OC)c2c(=O)cc(C)oc12	-0.087	3	·	·	1	·	·	4	·

3 entries out of the list above, arranged by the number in Smad3 FoxH1 inh, ascending:
structure | DAT uptake mod | Smad3 FoxH1 inh | LYP inh 2 | MT1-MMP txn act | VCAM1 TNFa inh | cytoskel mod
Cc1cc(NC(=O)C2CCN(S(=O)(=O)c3cnc[nH]3)CC2)ccc1Br | -1.5 | -9 | · | 1.1 | · | ·
Cn1c(Cn2c(=O)sc3ccccc32)nnc1SCC(=O)Nc1ccc2c(c1)OCO2 | -0.76 | -5 | · | 1 | · | ·
COc1c2occc2c(OC)c2c(=O)cc(C)oc12 | -0.087 | 3 | · | 1 | · | ·

Additional compounds
SMILES	DAT uptake mod	Smad3 FoxH1 inh	HUVEC tox IL1B	LYP inh 2	MT1-MMP txn act	HUVEC tox TNFa	VCAM1 TNFa inh	Candida biofilm	cytoskel mod
COc1cccc(-c2cc(C(F)(F)F)nc(-n3cccn3)n2)c1	0.18	12	-15	2	1.1	-30	-1	3	1
Cc1nnc(SCC(N)=O)n1CCc1ccccc1	-0.54	-7	-1	-10	1.2	-16	0	6	-9
CCOC(=O)C(=CNc1cc(C)nn1-c1ccccc1)C(=O)OCC	2.2*	9	3	13	1.1	0	6	0	20
Cc1cc(C)cc(NC2=CC(=O)CC(c3ccco3)C2)c1 (stereo unspecified)	0.33	1	8	-7	1.1	3	-9	6	-13
CCOC(=O)c1c(C)nc2sc3c(=O)n(-c4ccc(OC)cc4)cnc3c2c1-c1ccc(OC)cc1	-0.49	·	8	5	·	14	2	·	-28
CCn1c(-c2ccco2)n[nH]c1=S	0.018	8	-3	7	1.1	-10	-5	4	13
CCOC(=O)Cc1csc(NC(=O)CC)n1	-1.4	-2	10	1	1.1	10	-1	1	-2
O=C(CS(=O)(=O)Cc1ccccc1)Nc1nc2c(s1)CCCC2	1.5	-2	5	-9	1.1	-31	-16	3	0
COc1ccccc1N1CCN(C(=O)CSc2nnc(NC(=O)C3CC3)s2)CC1	0.14	-22	-10	-15	1.2	-39	8	4	3
CC(C)(C)n1nnnc1C(c1cccs1)N(Cc1cccnc1)Cc1ccccc1Cl (stereo unspecified)	0.7	-4	5	15	1.2	9	-3	6	-21

Records above that bear a hit mark in DAT uptake mod:
Molecule	DAT uptake mod	Smad3 FoxH1 inh	LYP inh 2	MT1-MMP txn act	VCAM1 TNFa inh	cytoskel mod
CCOC(=O)C(=CNc1cc(C)nn1-c1ccccc1)C(=O)OCC	2.2*	9	13	1.1	6	20

Four compounds out of the list, arranged by heavy-atom count, largest number first.
SMILES	DAT uptake mod	Smad3 FoxH1 inh	HUVEC tox IL1B	LYP inh 2	MT1-MMP txn act	HUVEC tox TNFa	VCAM1 TNFa inh	Candida biofilm	cytoskel mod
COc1ccccc1N1CCN(C(=O)CSc2nnc(NC(=O)C3CC3)s2)CC1	0.14	-22	-10	-15	1.2	-39	8	4	3
CCOC(=O)C(=CNc1cc(C)nn1-c1ccccc1)C(=O)OCC	2.2*	9	3	13	1.1	0	6	0	20
O=C(CS(=O)(=O)Cc1ccccc1)Nc1nc2c(s1)CCCC2	1.5	-2	5	-9	1.1	-31	-16	3	0
CCn1c(-c2ccco2)n[nH]c1=S	0.018	8	-3	7	1.1	-10	-5	4	13

Another view of some results above.
Values in the order – DAT uptake mod	Smad3 FoxH1 inh	HUVEC tox IL1B	LYP inh 2	MT1-MMP txn act	HUVEC tox TNFa	VCAM1 TNFa inh	Candida biofilm	cytoskel mod
> Nc1cc(N2CCCCC2)c(Cl)cc1[N+](=O)[O-]
→ -0.088	·	-14	-2	·	-6	4	·	-8
> COc1cc(C)nc(N2CCC(C(=O)NC3CCCCC3)CC2)n1
→ 0.5	3	25	4	1.1	5	5	-4	4
> COC(=O)c1[nH]c2ccc(C)cc2c1NC(=O)Nc1ccccc1OC
→ 0.35	4	-41	13	1.1	-7	-7	-1	6

Bioassay records: PubChem BioAssay, several laboratories

The list is partial. The share of hits here may be higher or lower than overall.
